High-throughput results: PubChem BioAssay, Sanford-Burnham Center for Chemical Genomics
Scp1 inh = blocks human Scp-1 phosphatase activity; Q9GZU7; Recombinant Scp1, phosphopeptide, malachite green phosphate absorbance; inhibition, % at 20 µM; actives 0.88% (n = 340,000); AID 493091;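 active = inhibition above about 50% at 20 µM, limit read from the data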;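 note: plate controls were DMSO wells with enzyme for no effect and wells lacking enzyme for full effect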
Target sequence (Q9GZU7 76-261 limits assumed): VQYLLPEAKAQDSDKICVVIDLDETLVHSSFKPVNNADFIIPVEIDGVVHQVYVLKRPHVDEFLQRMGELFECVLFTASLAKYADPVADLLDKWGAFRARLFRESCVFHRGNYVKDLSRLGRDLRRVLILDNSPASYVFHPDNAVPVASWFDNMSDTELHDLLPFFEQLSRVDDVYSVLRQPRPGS
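Assay system: SCP-1 catalytic fragment, aa 76-261 | Buffer or medium: Tris acetate buffer pH 5.5 with MgCl2 and Tween-20 | Compound: One concentration, 20 µM, with 1.0% DMSO | Also added: Phospho 17-mer peptide substrate | Signal: Absorbance at 630 nm | Incubation: 45 min enzyme reaction at room temperature | Measure: % inhibition of SCP-1 phosphate liberation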
SKN-1 block = inhibitors of C. elegans SKN-1; C. elegans VP596 Pgst-4::GFP/RFP ratio, acrylamide-induced, 24 h; inhibition, % at 21.8 µM; actives 0.49% (n = 360,000);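 active = interference check ratio from 0.5 to 1.5 plus GFP to RFP signal ratio inhibition reaching or exceeding a fixed threshold, cut at about 30% in these data, passing the limit was not always enough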; note: some compounds called inactive have numbers as strong as hits
MT1-MMP act inh = inhibitors of human MT1-MMP activation; actives 0.061% (n = 360,000); HT1080 RFP-PRO-GFP cells, GFP/RFP ratio fluorescence, overnight; percent of plate control window, DMSO zero; P50281; AID 651647; GFP/RFP ratio change, % at 20 µM;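 active = GFP/RFP ratio change of at least 30% with cell ATP level not reduced by more than half and red fluorescence within 50% of control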; note: strong numbers were not always called active
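system = RFP-PRO-GFP reporter HT1080 cells | dosing = 20 µM single dose, 1% DMSO | timing = overnight cell settling, then overnight compound exposure, 37 °C, 5% CO2 | read-out basis = GFP/RFP fluorescence ratio | controls = DMSO and RFP-L50D-GFP cell wells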
STEP block = blocks human striatal-enriched tyrosine phosphatase | P54829 | inhibition, % at 20 µM | actives 0.25% (n = 360,000) | recombinant STEP, OMFP fluorogenic substrate, fluorescence;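 active = inhibition at 20 µM, scaled per plate between control wells, above about 37%, limit read from the data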;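 note: 0% = DMSO with enzyme and substrate and 100% = substrate only without enzyme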
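medium = Bis-Tris buffer pH 6.0, 2.5 mM DTT, 0.005% Tween 20 | test system = STEP (striatal-enriched tyrosine phosphatase) enzyme, cell-free | measure = normalized % inhibition | compound dosing = 20 µM, 1% DMSO | also added = 25 µM OMFP | schedule = reaction 20 min, ambient temperature | measured by = fluorescence read at 480 nm ex / 540 nm em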
NadD inh = blocks S. aureus nicotinate mononucleotide adenylyltransferase; purified NadD enzyme, colorimetric absorbance read-out; inhibition, % at 20 µM; actives 0.78% (n = 360,000); in the data active = inhibition above about 26%; note: some compounds past the cut are filed as inactive
DNMT1 inh = blocks human DNA methyltransferase DNMT1. DNMT1 molecular beacon, Hinp1I cleavage, fluorescence. actives 0.83% (n = 360,000). inhibition (reported as % activation of signal), % at 10 µM; in the data active = inhibition above about 50%
SUMO1-SIM PPI = modulators of human SUMO1-mediated protein-protein interactions; inhibition, % at 20 µM; P63165; actives 0.33% (n = 360,000); SUMO1 binding to a labelled peptide, TR-FRET, 1 h; in the data active = inhibition above about 37%
Target sequence (P63165 whole entry, looked up): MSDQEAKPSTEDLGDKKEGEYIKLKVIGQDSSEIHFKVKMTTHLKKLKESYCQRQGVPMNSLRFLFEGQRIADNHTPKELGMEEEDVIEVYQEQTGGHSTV
NRP1-CendR mod = modulators of CendR peptide binding to human neuropilin-1; actives 0.85% (n = 360,000); FAM-RPARPAR peptide binding to NRP-1, fluorescence polarization; inhibition, % at 25 µM; O14786;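 active = inhibition or corrected inhibition above about 18%, plus a signal ratio from 0.5 to 1.5, limit read from the data, passing the limit was not always enough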; note: strong numbers were not always called active
Rpn11 block = Rpn11 (human) deubiquitinase inhibition. O00487. human 26S proteasome, Ub4-pepOG fluorescence polarization; 20S core pre-blocked with epoxomicin. calls only at 20 µM. actives 0.59% (n = 360,000). AID 588493;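 active = inhibition at 20 µM, scaled to each plate's controls, above about 33%, limit read from the data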
Target sequence (O00487 whole entry, looked up): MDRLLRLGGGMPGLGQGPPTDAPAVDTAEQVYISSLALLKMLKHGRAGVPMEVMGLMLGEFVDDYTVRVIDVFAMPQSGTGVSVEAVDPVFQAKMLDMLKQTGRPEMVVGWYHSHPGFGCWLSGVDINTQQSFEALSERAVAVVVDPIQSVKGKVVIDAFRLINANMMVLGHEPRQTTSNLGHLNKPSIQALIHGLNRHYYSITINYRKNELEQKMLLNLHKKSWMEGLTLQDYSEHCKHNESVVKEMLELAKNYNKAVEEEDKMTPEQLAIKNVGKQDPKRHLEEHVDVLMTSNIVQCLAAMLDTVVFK
LMPTP inh = LMPTP (human) inhibition; AID 651560; inhibition, % at 20 µM; P24666; recombinant LMPTP-A, OMFP fluorogenic substrate, fluorescence intensity; actives 0.22% (n = 360,000);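 active = compounds that cut the enzyme signal by at least half of the control window in the single-dose screen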;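 note: plate controls were DMSO wells with enzyme plus substrate for no effect and substrate without enzyme for full effect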
Target sequence (P24666 whole entry, looked up): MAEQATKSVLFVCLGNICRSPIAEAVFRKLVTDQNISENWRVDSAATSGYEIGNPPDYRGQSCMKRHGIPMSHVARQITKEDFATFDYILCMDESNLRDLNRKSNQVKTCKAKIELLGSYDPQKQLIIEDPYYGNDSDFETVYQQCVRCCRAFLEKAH
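Material: LMPTP-A; amount: 0.625 nM enzyme; doses: single 20 µM dose; times: reaction 50 min, room temperature, dark; technique: fluorescence intensity of OMFP turnover product; benchmarks: no-enzyme and uninhibited controls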
Numbers without * were called inactive.

O=C(Cc1ccccc1)N1CCN(c2ccccc2F)CC1 was read as Scp1 inh -6, SKN-1 block 3, MT1-MMP act inh 1, STEP block 0, NadD inh 5, DNMT1 inh -1, SUMO1-SIM PPI -3, NRP1-CendR mod -11, Rpn11 block inactive and LMPTP inh -0.9.
`O=Cc1cn(CC(=O)N2CCCc3ccccc32)c2ccccc12` gave Scp1 inh -7, SKN-1 block 29, MT1-MMP act inh -3, STEP block -3, NadD inh -1, DNMT1 inh 2, SUMO1-SIM PPI 2, NRP1-CendR mod 10, Rpn11 block inactive and LMPTP inh 0.2.
For CCOc1ccc(CC(=O)Nc2sc(Cc3ccccc3)cc2C(N)=O)cc1OCC the results were Scp1 inh -5, SKN-1 block 0, STEP block 0, NadD inh -3, DNMT1 inh -14, SUMO1-SIM PPI -4, NRP1-CendR mod -15, Rpn11 block inactive and LMPTP inh 0.4.
Nc1cc(Br)c(N)c(Br)c1 was read as Scp1 inh -4, SKN-1 block -5, MT1-MMP act inh 8, STEP block 2, NadD inh 1, DNMT1 inh -12, SUMO1-SIM PPI -1, NRP1-CendR mod -4, Rpn11 block inactive and LMPTP inh -0.9.
Screening CC(C)CC(=O)N1CCN(S(C)(=O)=O)CC1 returned Scp1 inh 5, SKN-1 block -6, MT1-MMP act inh -1, STEP block 1, NadD inh -2, DNMT1 inh 2, SUMO1-SIM PPI -2, NRP1-CendR mod 14, Rpn11 block inactive and LMPTP inh -2.3.
Screening CCOC(=O)C1Sc2ccccc2NC1=O (stereo not drawn) returned Scp1 inh -9, SKN-1 block -1, MT1-MMP act inh -1, STEP block 1, NadD inh -1, DNMT1 inh 0, SUMO1-SIM PPI 0, NRP1-CendR mod 9, Rpn11 block inactive and LMPTP inh -2.3.
O=C(NCC1CCCO1)c1cc2c([nH]c3ccccc32)c(-c2cccc(Cl)c2)n1 (stereo not drawn) was read as Scp1 inh -1, SKN-1 block 14, MT1-MMP act inh -22, STEP block 0, NadD inh 2, DNMT1 inh -19, SUMO1-SIM PPI 0, NRP1-CendR mod -12, Rpn11 block inactive and LMPTP inh 5.8.
Screening CCC(=O)NC(Nc1c(C)n(C)n(-c2ccccc2)c1=O)C(Cl)(Cl)Cl (stereo not drawn) returned Scp1 inh -3, SKN-1 block -5, MT1-MMP act inh 1, STEP block 1, NadD inh 0, DNMT1 inh -3, SUMO1-SIM PPI 3, NRP1-CendR mod 2, Rpn11 block inactive and LMPTP inh -0.8.
Screening O=C1OCCC1Sc1nc2ccccc2s1 (stereo not drawn) returned Scp1 inh -4, SKN-1 block -8, MT1-MMP act inh 8, STEP block 5, NadD inh 3, DNMT1 inh 0, SUMO1-SIM PPI -2, NRP1-CendR mod 7, Rpn11 block inactive and LMPTP inh -2.5.
`COc1ccccc1/C=N/NC(=O)c1nnn(-c2nonc2N)c1CN(C)c1ccccc1` gave Scp1 inh 0, SKN-1 block -12, MT1-MMP act inh 0, STEP block -2, NadD inh 17, DNMT1 inh -6, SUMO1-SIM PPI -7, NRP1-CendR mod 4, Rpn11 block inactive and LMPTP inh 5.5.
Screening COc1ccc(/C=N/NC(=O)COc2ccccc2-c2ccccc2)cc1 returned Scp1 inh -4, SKN-1 block 22, MT1-MMP act inh 12, STEP block 4, NadD inh -1, DNMT1 inh -12, SUMO1-SIM PPI 6, NRP1-CendR mod -1, Rpn11 block inactive and LMPTP inh 3.4.
`Cn1cnc(S(=O)(=O)Nc2ccc3c(c2)OCCO3)c1` gave Scp1 inh -17, SKN-1 block -7, MT1-MMP act inh -1, STEP block -4, NadD inh 1, DNMT1 inh -3, SUMO1-SIM PPI 1, NRP1-CendR mod 1, Rpn11 block inactive and LMPTP inh -1.2.
Cc1ccc(C)c(-c2nc3cc(N)ccc3o2)c1 was read as Scp1 inh -10, SKN-1 block -5, MT1-MMP act inh -1, STEP block 0, NadD inh 4, DNMT1 inh -4, SUMO1-SIM PPI -4, NRP1-CendR mod 10, Rpn11 block inactive and LMPTP inh -1.5.
`N#Cc1cnn2c1nc(N1CCCCC1)c1ccccc12` gave Scp1 inh -2, SKN-1 block -4, MT1-MMP act inh -20, STEP block 16, NadD inh -4, DNMT1 inh -2, SUMO1-SIM PPI -26, NRP1-CendR mod -8, Rpn11 block inactive and LMPTP inh -1.2.
For OCC1(Cc2ccccc2)CCN(C2CCN(c3ccccc3F)CC2)CC1 the results were Scp1 inh 1, SKN-1 block 1, STEP block -1, NadD inh 0, DNMT1 inh 0, SUMO1-SIM PPI 2, NRP1-CendR mod 1, Rpn11 block inactive and LMPTP inh 1.4.

Reprinted from the listing for reference:
O=C(Cc1ccccc1)N1CCN(c2ccccc2F)CC1 was read as Scp1 inh -6, SKN-1 block 3, MT1-MMP act inh 1, STEP block 0, NadD inh 5, DNMT1 inh -1, SUMO1-SIM PPI -3, NRP1-CendR mod -11, Rpn11 block inactive and LMPTP inh -0.9.
`O=Cc1cn(CC(=O)N2CCCc3ccccc32)c2ccccc12` gave Scp1 inh -7, SKN-1 block 29, MT1-MMP act inh -3, STEP block -3, NadD inh -1, DNMT1 inh 2, SUMO1-SIM PPI 2, NRP1-CendR mod 10, Rpn11 block inactive and LMPTP inh 0.2.
For CCOc1ccc(CC(=O)Nc2sc(Cc3ccccc3)cc2C(N)=O)cc1OCC the results were Scp1 inh -5, SKN-1 block 0, STEP block 0, NadD inh -3, DNMT1 inh -14, SUMO1-SIM PPI -4, NRP1-CendR mod -15, Rpn11 block inactive and LMPTP inh 0.4.
Nc1cc(Br)c(N)c(Br)c1 was read as Scp1 inh -4, SKN-1 block -5, MT1-MMP act inh 8, STEP block 2, NadD inh 1, DNMT1 inh -12, SUMO1-SIM PPI -1, NRP1-CendR mod -4, Rpn11 block inactive and LMPTP inh -0.9.

More structures:
For O=C(Cn1nc(C(=O)O)c2ccccc2c1=O)Nc1cc(Cl)ccc1-n1cncn1 the results were Scp1 inh -8, SKN-1 block 3, MT1-MMP act inh -1, STEP block 3, NadD inh 1, DNMT1 inh 1, SUMO1-SIM PPI -2, NRP1-CendR mod -11, Rpn11 block inactive and LMPTP inh -1.1.
Screening O=[N+]([O-])c1ccc(CN2CCSCC2)cc1 returned Scp1 inh 2, SKN-1 block -2, MT1-MMP act inh 9, STEP block -2, NadD inh -3, DNMT1 inh 1, SUMO1-SIM PPI -12, NRP1-CendR mod 3, Rpn11 block inactive and LMPTP inh -2.3.
C=CCC[C@H](Cc1ccc(F)cc1)C(=O)OC[C@@H](NC(=O)[C@H](CC=C)CC(=O)NCCO)C(C)(C)C was read as Scp1 inh -14, SKN-1 block 15, MT1-MMP act inh 3, STEP block 2, NadD inh -7, DNMT1 inh 0, SUMO1-SIM PPI -3, NRP1-CendR mod 7, Rpn11 block inactive and LMPTP inh 0.5.
For CSc1nc(C)cc(Oc2ccccc2)n1 the results were Scp1 inh -1, SKN-1 block 7, MT1-MMP act inh 2, STEP block -2, NadD inh -1, DNMT1 inh 2, SUMO1-SIM PPI -1, NRP1-CendR mod -2, Rpn11 block inactive and LMPTP inh -0.2.
For CCN(CC)C(=O)CSc1ncnc2sc(C)c(C)c12 the results were Scp1 inh -6, SKN-1 block 5, MT1-MMP act inh 2, STEP block -1, NadD inh 8, DNMT1 inh 0, SUMO1-SIM PPI -1, NRP1-CendR mod -13, Rpn11 block inactive and LMPTP inh -0.7.
CN(CC(=O)Nc1ccc(F)c(F)c1F)C(=O)c1ccc2c(c1)S(=O)(=O)N=C1CCCCCN12 was read as Scp1 inh 1, SKN-1 block 16, MT1-MMP act inh 1, STEP block -3, NadD inh 2, DNMT1 inh -2, SUMO1-SIM PPI 1, NRP1-CendR mod 8, Rpn11 block inactive and LMPTP inh -0.4.
For O=C(NCCc1cccc(F)c1)C1CCC(=O)N(CCCc2ccccc2)C1 (stereo not drawn) the results were Scp1 inh -7, SKN-1 block 16, MT1-MMP act inh -1, STEP block 0, NadD inh -4, DNMT1 inh -1, SUMO1-SIM PPI 2, NRP1-CendR mod -3, Rpn11 block inactive and LMPTP inh 0.7.
For CCn1c(SCC(=O)Nc2ccc3c(c2)OCO3)nnc1C(C)C the results were Scp1 inh -6, SKN-1 block 7, MT1-MMP act inh -1, STEP block 0, NadD inh 0, DNMT1 inh 2, SUMO1-SIM PPI -2, NRP1-CendR mod 7, Rpn11 block inactive and LMPTP inh 1.4.
`CCc1sc(C(=O)Nc2ccc3nc(C)sc3c2)cc1C` gave Scp1 inh -3, SKN-1 block 6, MT1-MMP act inh 5, STEP block -1, NadD inh -2, DNMT1 inh -8, SUMO1-SIM PPI -9, NRP1-CendR mod 2, Rpn11 block inactive and LMPTP inh 2.1.
For Cc1nnsc1NC(=O)OCC(C)(C)C the results were Scp1 inh -3, SKN-1 block 14, MT1-MMP act inh 5, STEP block -2, NadD inh 1, DNMT1 inh 2, SUMO1-SIM PPI 3, NRP1-CendR mod 7, Rpn11 block inactive and LMPTP inh -2.7.
Screening COCCNC(=O)C(C)N(c1ccc(OC)cc1)S(C)(=O)=O (stereo not drawn) returned Scp1 inh -6, SKN-1 block 14, MT1-MMP act inh -6, STEP block -1, NadD inh -6, DNMT1 inh 2, SUMO1-SIM PPI -4, NRP1-CendR mod 9, Rpn11 block inactive and LMPTP inh 0.4.
For CCC(=O)NCCc1nc2cc(NC(=O)c3ccco3)ccc2n1C the results were Scp1 inh -3, SKN-1 block -6, MT1-MMP act inh 1, STEP block 2, NadD inh 3, DNMT1 inh 1, SUMO1-SIM PPI 2, NRP1-CendR mod 4, Rpn11 block inactive and LMPTP inh -0.7.
`CC1CCN(C(=O)C(C)OC(=O)CSc2ccc([N+](=O)[O-])cc2)CC1` (stereo not drawn) gave Scp1 inh -3, SKN-1 block 2, MT1-MMP act inh -4, STEP block 2, NadD inh -5, DNMT1 inh 0, SUMO1-SIM PPI -28, NRP1-CendR mod 7, Rpn11 block inactive and LMPTP inh 0.1.
`O=C(CCl)N(Cc1cccc([N+](=O)[O-])c1)c1cccc(Cl)c1` gave Scp1 inh -3, SKN-1 block -11, MT1-MMP act inh -1, STEP block 0, NadD inh -6, DNMT1 inh 21, SUMO1-SIM PPI -8, NRP1-CendR mod 0, Rpn11 block inactive and LMPTP inh -0.6.

Compounds were not picked by outcome. About 3.9% of those tested had a hit in this group.
